Screens from PubChem BioAssay.
zfTRPN1 agonist: zebrafish TRPN1 channel agonists, primary screen, cell-based, HEK293, calcium fluorescence. activation, % at 3 µM. 220,000 tested, 0.18% active. HEK293 zebrafish TRPN1-YFP, Fluo-8 calcium fluorescence; 100% = response to 87 µM carbachol. transient receptor potential cation channel N1 (TRPN1/NompC), Danio rerio;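 active = activation above its plate's cutoff, the mean activation of test wells on that plate plus 3 SD, cut at about 19% in these data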;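 also: 0% = DMSO alone and 100% = 87 µM carbachol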
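Assay system: Zebrafish TRPN1-YFP in HEK293 cells | Incubation: Dye loading 1 h at 37 °C, then 30 min room temperature | Measured by: Kinetic Fluo-8 fluorescence, ex 470-495, em 515-575 nm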
PPC-1+TRAIL kill: compounds killing PPC-1 cancer cells with TRAIL present, primary screen, TRAIL potentiator project, ATPLite luminescence, uHTS | cell killing (% activity), % at 4 µM | 220,000 tested, 0.41% active | AID 1443, 2008 | PPC-1 cells + TRAIL, ATPLite viability luminescence;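 active = cell killing above 50% in the first pass at 4 µM, then a duplicate retest at 5 µM averaging 50% or more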;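 also: plate controls were cells with TRAIL plus DMSO for no effect and medium-only wells lacking cells for full effect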
RBBP9 inhibitor: human RBBP9 inhibitors, primary screen, biochemical, fluorescence polarization, FP-Rh probe, HTS | Serine hydrolase RBBP9 (Homo sapiens), O75884 | recombinant RBBP9 | inhibition, % at 7.94 µM | 220,000 tested, 0.2% active | AID 1515, 2009;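 active = inhibition above the campaign mean of all tested compounds plus 3 SD, cut at about 14% in these data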;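 also: plate controls were DMSO wells with RBBP9 for no effect and wells lacking RBBP9 protein for full effect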
Target sequence (O75884 whole entry, looked up): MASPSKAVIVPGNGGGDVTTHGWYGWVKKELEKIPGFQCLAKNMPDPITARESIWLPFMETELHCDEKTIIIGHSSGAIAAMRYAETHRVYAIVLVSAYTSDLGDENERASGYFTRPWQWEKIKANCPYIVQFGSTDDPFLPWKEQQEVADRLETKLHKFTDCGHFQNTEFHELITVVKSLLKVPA
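system = RBBP9 protein | input = RBBP9 at 2.5 µM in dispensed solution, before mixing | measured by = fluorescence polarization (mP), excitation 525 nm, emission 598 nm | incubation = enzyme-compound preincubation 30 min, then probe labeling 45 min, 25 °C | buffer or medium = Tris-NaCl-Pluronic buffer, pH 8.0 | compound = single dose 7.94 µM | also added = FP-Rh probe, 375 nM dispensing solution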
BaF3 parental: parental Ba/F3 cell viability inhibition, counter-screen for JAK2V617F inhibitor project, murine pro-B, CellTiter-Glo luminescence; CellTiter-Glo ATP luminescence; inhibition, % at 5.6 µM; 220,000 tested, 1.1% active;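 active = inhibition above a per-campaign cutoff, the mean inhibition of all tested compounds plus 3 SD, cut at about 27% in these data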;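 also: 0% = DMSO wells and 100% = JAK Inhibitor I control wells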
Wee1 stabilizer: Wee1 degradation inhibitors, primary screen, cell-based, HeLa, Wee1K328M-luciferase, luminescence; Wee1-like protein kinase (Homo sapiens), P30291; HeLa Luc-Wee1K328M stability; 100% = proteasome inhibitor MG132 effect; reporter increase, % at 5 µM; 220,000 tested, 1.2% active; AID 1321, 2008;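 active = activation above the mean of all tested compounds plus 3 SD, set per screening run, cut at about 8.8% in these data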;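 also: cells exposed to compound for 20 h before luminescence read; 0% = DMSO alone and 100% = MG132 at 30 µM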
Target sequence (P30291 whole entry K328M): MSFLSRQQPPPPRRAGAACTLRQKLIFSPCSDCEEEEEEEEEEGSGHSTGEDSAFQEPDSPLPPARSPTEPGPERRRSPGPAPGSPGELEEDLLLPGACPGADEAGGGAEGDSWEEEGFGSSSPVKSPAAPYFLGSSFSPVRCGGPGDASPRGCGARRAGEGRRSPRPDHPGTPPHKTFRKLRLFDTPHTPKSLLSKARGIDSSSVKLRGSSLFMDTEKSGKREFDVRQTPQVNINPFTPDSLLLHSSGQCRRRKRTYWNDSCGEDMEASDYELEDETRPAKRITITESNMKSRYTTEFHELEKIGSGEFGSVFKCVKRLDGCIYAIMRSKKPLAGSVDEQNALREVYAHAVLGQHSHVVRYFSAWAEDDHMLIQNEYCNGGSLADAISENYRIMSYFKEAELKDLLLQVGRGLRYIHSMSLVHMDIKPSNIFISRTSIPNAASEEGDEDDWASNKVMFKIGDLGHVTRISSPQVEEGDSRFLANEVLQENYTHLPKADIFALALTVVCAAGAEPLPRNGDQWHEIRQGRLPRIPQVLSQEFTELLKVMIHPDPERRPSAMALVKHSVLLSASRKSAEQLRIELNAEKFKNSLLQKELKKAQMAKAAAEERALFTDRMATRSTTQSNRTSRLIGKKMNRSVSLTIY
TRPML3 ag: human TRPML3 channel agonists, primary screen, cell-based, HEK293 TRPML3-YFP, Fluo-8 calcium fluorescence, 3 µM. activation, % at 3 µM. Mucolipin-3 (Homo sapiens), Q8TDD5. 100% = the carbachol control signal. 220,000 tested, 0.29% active;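 active = activation above its plate's cutoff, the mean activation of the plate's test wells plus 3 SD, cut at about 12% in these data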;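 also: 0% = DMSO only wells and 100% = carbachol wells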
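Test system: TRPML3-YFP stable HEK293 cells. Doses: single point at 3 µM. Incubation: dye loading 1 h 37 °C then 30 min ambient, 125 s read. Signal: Fluo-8 calcium dye fluorescence, ex 470-495, em 515-575 nm. Measure: percent activation from peak-to-basal fluorescence ratio, scaled between DMSO and carbachol.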
TNF necrop inh: inhibitors of TNF-alpha triggered necroptosis, primary screen, cell-based, Jurkat FADD-/-, single concentration | activation (protection from cell death), % at 10 µM | Jurkat FADD-/- TNF necroptosis rescue, ATP luminescence, 24 h; 0 = TNF only, 100 = no-TNF cells | 220,000 tested, 0.068% active;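 active = activation, meaning protection from cell death, of at least 50% relative to plate controls; inactive = activation below 50%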;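 also: necroptosis triggered by 40 ng/mL TNF-alpha added together with compound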
CHOP inh: inhibitors of CHOP promoter induction, primary screen, cell-based, unfolded protein response, luciferase reporter; CHO-K1 CHOP-promoter luciferase, tunicamycin-induced, 15-18 h; 220,000 tested, 3.8% active; inhibition, % at 10 µM; AID 2732, 2010;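 active = compounds that reduced the stress-induced luciferase reporter signal by more than about 70% of percent inhibition, limit read from the data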;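 also: 0% = tunicamycin plus vehicle and 100% = wells without tunicamycin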
Ba/F3 V617F tox: reduced viability of JAK2V617F-dependent Ba/F3 cells, primary screen, JAK2V617F inhibitor project, cell-based, Ba/F3 EpoR-JAK2V617F, luminescence; ATP luminescence; inhibition, % at 5.6 µM; 220,000 tested, 1.1% active; AID 1446, 2008;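 active = inhibition above the campaign mean plus 3 SD over all tested compounds, cut at about 24% in these data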;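 also: cytokine-independent growth of Ba/F3 cells driven by EpoR plus mutant JAK2; 0% = DMSO-treated cells and 100% = JAK inhibitor I control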
Numbers without * were called inactive; · = no result given; [ ] = remark or other dose. Random draw from the library; overall some 6.8% were active at least once.

SMILES	zfTRPN1 agonist	PPC-1+TRAIL kill	RBBP9 inhibitor	BaF3 parental	Wee1 stabilizer	TRPML3 ag	TNF necrop inh	CHOP inh	Ba/F3 V617F tox
Fc1ccccc1C(c1nnnn1C1CCCC1)N1CCN(Cc2ccccc2)CC1 (stereo not given)	-2.6	20	-8	5	5	0.9	0.1	23	0
COc1ccc(/C=C/C(=O)Nc2sc(Cc3ccccc3)c(C)c2C(N)=O)cc1	0.7	14	2	7	-3	1.3	1.9	75*	1
c1ccc(Oc2nc(Oc3ccccc3)nc(N3CCOCC3)n2)cc1	-0.7	6	-7	1	-1	0.3	-0.8	15	0
CC(C)CCNC(=O)c1cc([N+](=O)[O-])ccc1N1CCOCC1	-1.0	8	-4	7	4	0.3	0.2	-4	0
COc1cccc(/C(O)=C2/C(=O)C(=O)N(CCN3CCOCC3)C2c2cccs2)c1 (stereo not given)	1.8	1	5	0	0	0.9	-2.3	13	-1
CCC1CCCCN1C(=S)Nc1ccc(OC(F)F)cc1 (stereo not given)	0.0	11	-9	2	-1	0.7	2.0	9	-1
CN(C)c1ccc(C(CNC(=O)c2ccccc2F)c2c[nH]c3ccccc23)cc1 (stereo not given)	-1.2	10	-4	4	0	-0.6	4.2	-4	3
Cc1occc1C(=O)NC1CCCCCCC1	-0.8	5	6	5	0	0.2	25	-9	-1
CCOC(=O)c1ccccc1NC(=O)C1CC(=O)N(c2ccccc2)C1 (stereo not given)	0.1	13	-7	8	-3	-0.4	-0.1	4	2
CCc1ccc2c(c1)C1(SC(NC(C)=O)=NN1C(C)=O)C(=O)N2CC (stereo not given)	-0.2	2	-3	0	0	1.2	1.3	-5	-1
Cc1ccc(C(=O)NC2CCS(=O)(=O)C2)cc1S(=O)(=O)N1CCCCC1 (stereo not given)	1.1	1	-4	2	0	0.4	-0.7	9	-4
CCc1ccc(-n2cc(-c3ccc([N+](=O)[O-])cc3)[nH]c2=S)cc1	-1.8	17	-4	4	4	1.0	-1.3	20	-3
CCOC(=O)c1cc(-c2ccc(Cl)s2)nc2c1c(C)nn2C	1.2	-4	-5	0	1	0.0	-0.7	40	-4
Cc1sc2nc(SCC(=O)C(C)(C)C)n(Cc3ccco3)c(=O)c2c1C	0.1	15	2	-1	0	-0.5	-6.1	22	-3
Cc1oc(C(C)(C)C)cc1C(=O)NCC(=O)NCC(=O)O	0.4	27	-4	7	-2	0.4	0.4	-8	3
Fc1cccc(Cl)c1Cc1noc(/C=C/c2ccccc2)n1	-1.2	11	-9	3	-1	0.1	15	20	-3
CCn1nnnc1-c1ccc(OC)c(S(=O)(=O)Nc2ccc(C)c(C)c2)c1	-0.7	20	0	-3	1	0.7	-0.6	5	-6
CC(=O)Nc1ccc(NC(=O)C(C)O/N=C/c2cccc([N+](=O)[O-])c2)cc1 (stereo not given)	-0.9	7	1	1	-2	0.7	1.2	-10	0
Cc1cc(C(=O)OCC(=O)NCc2ccccc2Cl)c(C)o1	-1.6	6	-7	4	2	0.0	1.4	-1	3
CC(C)C(c1nnnn1Cc1ccc(F)cc1)N1CCSCC1 (stereo not given)	-0.4	-2	-3	6	-2	0.0	-0.7	56	-1
O=C(Nc1ccc(Cl)cc1)N1CCc2[nH]c3ccccc3c2C1	0.2	4	1	5	2	0.2	3.0	-18	1
CC1CCN(S(=O)(=O)c2cccc(C(=O)N(C)C3CCS(=O)(=O)C3)c2)CC1 (stereo not given)	0.1	14	-6	1	0	0.9	-1.0	-10	-4
CCOC(=O)c1c(-c2ccc(C)cc2)csc1NC1=NS(=O)(=O)c2ccccc21	-1.0	27	0	1	-1	0.6	0.4	101*	-5
COc1ccccc1NC(=O)Cn1cnc2sc(C)c(S(=O)(=O)N3CCCCC3)c2c1=O	0.3	-6	-1	-3	5	-0.3	1.0	-11	-2
CC(C)N(C(=O)c1ccc2nc3c4ccccc4c4ccccc4c3nc2c1)C(C)C	1.4	·	1	3	0	0.8	-1.2	·	1

Only zfTRPN1 agonist, TRPML3 ag and RBBP9 inhibitor, for 6 of the compounds above:
SMILES,zfTRPN1 agonist,TRPML3 ag,RBBP9 inhibitor
CC1CCN(S(=O)(=O)c2cccc(C(=O)N(C)C3CCS(=O)(=O)C3)c2)CC1 (stereo not given),0.1,0.9,-6
CCOC(=O)c1ccccc1NC(=O)C1CC(=O)N(c2ccccc2)C1 (stereo not given),0.1,-0.4,-7
COc1ccccc1NC(=O)Cn1cnc2sc(C)c(S(=O)(=O)N3CCCCC3)c2c1=O,0.3,-0.3,-1
CCOC(=O)c1c(-c2ccc(C)cc2)csc1NC1=NS(=O)(=O)c2ccccc21,-1.0,0.6,0
Fc1cccc(Cl)c1Cc1noc(/C=C/c2ccccc2)n1,-1.2,0.1,-9
Fc1ccccc1C(c1nnnn1C1CCCC1)N1CCN(Cc2ccccc2)CC1 (stereo not given),-2.6,0.9,-8

Filtered by structure: those above with a Cl atom (four)
SMILES	zfTRPN1 agonist	PPC-1+TRAIL kill	RBBP9 inhibitor	BaF3 parental	Wee1 stabilizer	TRPML3 ag	TNF necrop inh	CHOP inh	Ba/F3 V617F tox
CCOC(=O)c1cc(-c2ccc(Cl)s2)nc2c1c(C)nn2C	1.2	-4	-5	0	1	0.0	-0.7	40	-4
Fc1cccc(Cl)c1Cc1noc(/C=C/c2ccccc2)n1	-1.2	11	-9	3	-1	0.1	15	20	-3
Cc1cc(C(=O)OCC(=O)NCc2ccccc2Cl)c(C)o1	-1.6	6	-7	4	2	0.0	1.4	-1	3
O=C(Nc1ccc(Cl)cc1)N1CCc2[nH]c3ccccc3c2C1	0.2	4	1	5	2	0.2	3.0	-18	1

The list continues:
SMILES	zfTRPN1 agonist	PPC-1+TRAIL kill	RBBP9 inhibitor	BaF3 parental	Wee1 stabilizer	TRPML3 ag	TNF necrop inh	CHOP inh	Ba/F3 V617F tox
C=CCN=c1scc(C)n1/N=C/c1ccc(O)c(O)c1	0.8	28	23*	25	6	0.4	-3.2	-103	62*
COC(CN1CCc2c(C)nc3c(C#N)cnn3c21)OC	0.0	-3	-2	0	-3	1.4	-1.2	-19	3
CCn1nccc1C(=O)Nc1ccc(Cl)c(Cl)c1	0.5	18	-8	5	4	0.8	-0.3	1	-2
NC(=O)COC(=O)CNC(=O)c1sc2ccccc2c1Cl	-0.6	2	-4	1	4	0.4	0.5	0	-2
C=C(C)CN=c1scc(C)n1/N=C/c1ccco1	-0.8	-4	-4	-2	-1	-0.4	2.8	20	-2
O=C(c1ccco1)N1CCn2c1nc1ccccc12	0.1	36	-1	8	0	0.8	-3.8	-11	6
COc1cc(NC(=O)COC(=O)CSc2ccc3ccccc3c2)c(C)cc1[N+](=O)[O-]	-0.9	15	-8	3	-1	-0.4	1.2	44	-2
O=C(Cc1csc(-c2ccccc2)n1)Nc1ccc(C(F)(F)F)cc1	-0.2	14	-8	5	-1	0.2	1.7	83*	-1
O=C(O)/C=C/C(=O)Nc1ccccc1C(=O)OCC(=O)c1ccc2c(c1)OCCO2	1.0	78*[5 µM]	0	5	-3	-0.6	2.1	-7	-4
CCOc1cccc(OCCOCCN(C)C)c1	0.2	20	-4	2	2	0.7	1.5	20	-1
CC1=C(C)/C(=N\OS(=O)(=O)c2ccccc2)C=CC1=O	1.7	-11	3	91*	1	16*	-13	·	91*
Cc1cc(NC(=O)CSc2nc3sc4c(c3c(=O)n2C)CCCC4)no1	-1.6	11	7	-1	3	-0.3	-2.2	30	-2
CCOc1ccc(Br)cc1CNc1ccc2c(c1)OCCO2	-2.4	-2	-6	1	-1	-0.6	1.2	23	2
O=C(O)CCC(=O)NCCn1c(-c2ccccc2)csc1=Nc1ccccc1	1.1	1	-7	-2	-5	0.3	-1.6	-35	3
Cc1cc(C)cc(-n2nnn(C3C/C(=N/NC(N)=S)C4OCC3O4)c2=S)c1 (stereo not given)	-0.9	8	-9	6	-1	0.0	-1.0	15	6
CCN(c1ccccc1)S(=O)(=O)c1ccc(C(=O)Nc2nnc(C3CC3)o2)cc1	0.0	7	-1	11	-3	-0.5	0.1	52	2
Cc1ccc(C)n1-c1ccccc1N1CCCCC1	1.2	3	-7	7	-2	0.1	0.4	7	3
COc1cc(C)c(C(N)=O)c(OC)n1	0.8	12	-5	7	-1	1.0	0.2	17	-4
COc1ccc(C2CC(c3cccs3)=NN2C(=O)CSc2nnc(N)s2)cc1OC (stereo not given)	0.5	6	-10	4	-1	-0.5	-2.2	-11	-2
O=C(O)/C(=C\c1cn(-c2ccccc2)nc1-c1cccnc1)NC(=O)c1ccccc1	-0.3	-4	-1	-1	0	0.9	-1.3	-2	-2
CCCOc1ccc(C(=O)Nc2ccc(C)cc2[N+](=O)[O-])cc1	1.8	22	-11	6	1	0.7	-1.6	-10	-2
Cc1cc(NCCCO)n2nc(-c3cccs3)cc2n1	-2.1	13	-3	-1	3	-0.1	-2.3	35	0
CCC(C)(C)NC(=O)CN(C(=O)CCC(=O)Nc1cc(C)ccn1)c1ccc2c(c1)OCCO2	-0.9	-6	-6	3	-2	0.5	-1.4	58	-4
Cn1nnnc1SCC(=O)N(C1CCCCC1)C1CCCCC1	-0.1	7	-6	3	0	-0.6	-1.6	30	-2
CCOC(=O)C1CCN(c2nc3ccccc3n2CC(=O)c2ccccc2)CC1	-1.1	9	-1	2	3	-0.7	0.4	12	1
CCN1C(=O)C(CC(=O)NCCc2ccccc2)N(NC(=O)c2cccnc2)C1=S (stereo not given)	0.9	7	1	6	-3	0.3	0.1	6	-1
Cc1ccc(-c2csc(NC(=O)Cc3cccs3)n2)cc1C	-1.2	-11	-9	-1	-1	0.2	-0.1	37	-3
CC12CS(=O)(=O)CC1SC(=S)N2c1ccccn1 (stereo not given)	-0.1	8	4	-1	4	0.5	0.5	5	-3
